Compound activity: PubChem BioAssay, several laboratories
NPR1 activator: GC-A (human) enzyme activation; HEK293 GC-A cells, cGMP TR-FRET, EC30 ANP; 0% at EC30 ANP, 100% saturating ANP; activation, % at 10 µM; 370,000 compounds, 0.14% hits; AID 1671463; in the data active = activation above about 40%
NR1D1 modulator: Rev-erb alpha (human) modulation; Rev-erbα–FITC-DNA binding, fluorescence polarization, 90 min; AID 1259318; 370,000 compounds, 0.79% hits; activity, % at 10 µM;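 active = activity above about 14%, limit read from the data; passing the limit was not always enough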;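 note: 0% = DMSO wells with 35 nM protein and 100% = DMSO wells with 750 nM protein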
mABHD4 FP: ABHD4 (mouse) inhibition, primary FP screen | Q8VD66 | inhibition, % at 8.92 µM | AID 720543 | purified mABHD4, FP-Rh probe fluorescence polarization | 370,000 compounds, 0.54% hits;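 active = inhibition exceeding the mean over every tested compound plus 3 SD, cut at about 30% in these data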;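 note: 0% = plate median of compound wells and 100% = S159A mutant with DMSO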
Target sequence (Q8VD66 whole entry, looked up): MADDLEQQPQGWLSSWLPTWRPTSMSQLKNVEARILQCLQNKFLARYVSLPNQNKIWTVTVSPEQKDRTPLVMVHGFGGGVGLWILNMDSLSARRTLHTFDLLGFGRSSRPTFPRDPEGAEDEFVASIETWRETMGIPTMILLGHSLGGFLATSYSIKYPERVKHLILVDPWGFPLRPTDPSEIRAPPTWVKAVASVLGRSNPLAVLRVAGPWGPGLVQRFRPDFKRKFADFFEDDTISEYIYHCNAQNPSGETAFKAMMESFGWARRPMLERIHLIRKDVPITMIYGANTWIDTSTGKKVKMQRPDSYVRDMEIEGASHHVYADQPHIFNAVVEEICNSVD
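Doses – 8.92 µM, single dose · Material – wild-type mouse ABHD4 protein · Replication – single well per compound (singlicate) · Measure – percent inhibition of probe binding, normalized to plate controls · Schedule – 45 min compound pre-incubation plus 60 min probe step, 25 °C · Detection – fluorescence polarization with parallel and perpendicular emission, 525/598 nm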
PG9 binder: PG9 antibody binding by small molecule. TR-FRET gp120-PG9 antibody binding. inhibition, % at 6.7 µM. 360,000 compounds, 0.43% hits. AID 624416; in the data active = inhibition above about 8.5%
SMARCA2 act: SMARCA2 function activation, primary screen; MG213 cells, MMTV-luciferase reporter, dexamethasone, overnight; AID 652017; 370,000 compounds, 1% hits; activation, % at 9.1 µM; in the data active = activation above about 7.8%;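 note: 0% = vehicle wells and 100% = reference activator wells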
NPR2 activator: GC-B (human) receptor activation. P20594. HEK293-GC-B cells, CNP EC30, cGMP TR-FRET; 0% at EC30 CNP, 100% saturating CNP. activation, % at 10 µM. 370,000 compounds, 0.11% hits;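 active = activation at 10 µM reaching about 35% in either raw or pattern-adjusted values, limit read from the data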
HTRA1 inh: blocks human HTRA1 serine peptidase; 340,000 compounds, 0.5% hits; inhibition, % at 5.96 µM; AID 504803; recombinant HTRA1, FP-rhodamine activity-based probe, fluorescence polarization; in the data active = inhibition above about 36%;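 note: 0% = enzyme with DMSO and 100% = wells lacking enzyme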
ASAP1 GAP inh: blocks human ASAP1-stimulated Arf1 GTP hydrolysis | AID 624377 | inhibition, % at 16.5 µM | GDP FP detection | 360,000 compounds, 0.19% hits; in the data active = inhibition above about 25%;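 note: 0% = vehicle with enzyme and substrate and 100% = no enzyme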
Target sequence (Q9ULH1 325-724 limits assumed): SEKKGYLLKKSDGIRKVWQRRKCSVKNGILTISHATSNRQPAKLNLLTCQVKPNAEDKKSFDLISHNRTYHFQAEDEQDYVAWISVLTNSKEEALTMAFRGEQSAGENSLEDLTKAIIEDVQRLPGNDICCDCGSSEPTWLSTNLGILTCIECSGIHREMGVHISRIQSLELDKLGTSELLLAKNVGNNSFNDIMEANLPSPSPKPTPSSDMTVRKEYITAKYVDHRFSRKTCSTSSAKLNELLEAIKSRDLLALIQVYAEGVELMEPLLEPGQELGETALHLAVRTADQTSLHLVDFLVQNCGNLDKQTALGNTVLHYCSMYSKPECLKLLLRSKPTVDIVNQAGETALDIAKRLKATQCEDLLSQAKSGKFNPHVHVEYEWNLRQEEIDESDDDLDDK
ARFGAP1 inhibitor: rat ARFGAP1 inhibition. Arfgap1-stimulated ARF1 GTP hydrolysis, GDP FP detection. Q62848. AID 651572. 360,000 compounds, 0.26% hits. inhibition, % at 16.5 µM;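 active = inhibition above a per-plate limit, mean inhibition of low control wells plus 3 SD, cut at about 25% in these data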;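 note: 0% = DMSO wells with enzyme and 100% = wells lacking Arfgap1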
Target sequence (Q62848 1-136 limits assumed): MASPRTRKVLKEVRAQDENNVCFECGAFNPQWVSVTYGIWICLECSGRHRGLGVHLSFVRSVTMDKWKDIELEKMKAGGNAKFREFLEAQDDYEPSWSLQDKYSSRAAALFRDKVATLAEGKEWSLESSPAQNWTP
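Repeats: one replicate per compound; assay system: rat Arfgap1 catalytic domain, aa 1-136; times: enzyme reaction 120 min at 25 °C after 20 min preincubation; detection: FP of antibody-bound GDP Alexa 633 tracer, ex 620/em 688 nm; benchmarks: high control wells lacking Arfgap1, low control full reaction with DMSO; reagent: human ARF1(Δ1-17)-GTP substrate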
rCAG RNA binder: binds r(CAG) RNA repeats | r(CAG) RNA repeat, TO-PRO-1 dye displacement fluorescence | inhibition, % at 3 µM | 370,000 compounds, 1.3% hits;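 active = inhibition above the plate cutoff, the mean of all test compounds on that plate plus 3 SD, cut at about 35% in these data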;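 note: 0% = DMSO alone and 100% = 100 µM mitoxantrone as full dye displacement; higher means more dye released from RNA so lower well fluorescence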
Starred values were filed as active, the others as inactive; . = not tested or not shown.

SMILES	NPR1 activator	NR1D1 modulator	mABHD4 FP	PG9 binder	SMARCA2 act	NPR2 activator	HTRA1 inh	ASAP1 GAP inh	ARFGAP1 inhibitor	rCAG RNA binder
COc1ccc(C(C(=O)NC2CCCCC2)N(C(=O)Cc2c[nH]c3ccccc23)c2ccccc2C)cc1OC (stereo unspecified)	-13	9	7	0.1	-3	-7	0	-8	-6	3
Cc1noc(C)c1COC(=O)c1ccc(-c2nc3ccccc3s2)s1	2	10	3	-1.4	1	4	0	12	3	3
COc1cc2c(C(=O)NCCCN3CC(C)CC(C)C3)cn(CC(C)C)c(=O)c2cc1OC (stereo unspecified)	1	5	-5	-2.6	2	2	9	11	-8	-5
CC(C)[C@H](N)C(=O)N[C@H](C(=O)N1CCC2CCN(Cc3ccccc3)CC21)C(C)C (stereo partly specified)	0	-1	3	0.2	3	-4	.	-9	-5	1
O=C1CCC(=O)N1c1ccc(NCCc2ccccc2F)c([N+](=O)[O-])c1	4	5	6	-1.4	-2	4	1	0	3	-4
O=C(/C=C/c1ccc(Cl)cc1Cl)NC(=S)Nc1ccccn1	1	-7	-3	-0.8	5	-1	-3	1	-7	4
Cc1cccc(C(=O)NNS(=O)(=O)c2ccc(F)cc2)c1O	0	4	0	-2.0	-3	0	-15	-10	-3	3
CC(C)N(C(=O)Nc1ccc2nsnc2c1)C(C)C	1	-7	10	0.8	-6	-3	.	41*	20	1
CCC1ON(C(C)C)C2c3nc4ccccc4n3CC12 (stereo unspecified)	1	-3	1	0.6	-1	1	0	9	2	-1
CC(C(=O)NC1CCCC1)N(C(=O)Cn1nnc(-c2ccc(F)cc2)n1)c1ccccc1F (stereo unspecified)	0	4	-19	-2.0	-3	9	-7	13	3	-5
COc1cccc(C(O)c2nc(-c3ccc(OC)nc3)cs2)c1 (stereo unspecified)	1	-5	0	2.3	-1	1	.	-4	22	-1
CCOc1ccc(NC(=O)C2CCCN(S(=O)(=O)c3ccc4c(c3)CCCN4C(C)=O)C2)cc1 (stereo unspecified)	-3	4	-5	1.2	-3	-4	2	10	1	0
Cc1ccc(NC(=O)c2cccc3ccccc23)cc1	3	3	-2	-2.0	0	0	-7	2	13	-3
O=C(OCC(=O)N1CCN(C(=O)c2ccco2)CC1)c1ccccc1C(=O)c1ccccc1	2	0	-3	-1.3	-1	-2	2	-8	1	2
Cc1cccc(NC(=S)N2CCC(NC(=O)C3CCCCC3)CC2)c1	2	-2	2	-3.5	3	6	5	-5	-12	-1
COc1c(C)cccc1C(=O)Nc1cc(-c2nn3c(C)nnc3s2)ccc1C	-1	-4	4	0.7	0	6	-8	-15	3	3
CC(=O)c1ccc(N2CCc3ccccc3C2)c([N+](=O)[O-])c1	0	3	-2	-0.6	-3	-4	.	-8	-1	0
Cc1ccc(N2C(=O)N3[C@H](c4ccc(Cl)cc4)[C@@H]4C(=O)N(C5CCCCC5)C(=O)[C@@H]4[C@]3(Cc3ccccc3)C2=O)cc1	-7	0	6	-0.7	-1	-4	-9	-4	1	17
Cc1ccc(-c2onc3ccc(C(=O)O)cc23)cc1	4	-1	7	0.5	4	-3	-4	-2	4	16
COc1ccccc1N1CC(C(=O)Nc2nnc(SCC(=O)N3CCCC3)s2)CC1=O (stereo unspecified)	2	4	-7	-0.9	-2	1	3	4	-1	4
CCOc1ccc(CN2CCN(CCCc3ccccc3)CC2CCO)cc1 (stereo unspecified)	4	-1	2	-1.4	-3	2	-7	-5	4	-11
CC(C)(C)NC(=O)C(c1ccc(F)cc1)N(CCc1ccccc1)C(=O)c1ccn[nH]1 (stereo unspecified)	-9	-3	-4	1.4	-2	-5	-9	0	-2	-6
O=S(=O)(NC1CC2CCC1C2)c1ccc(Br)s1 (stereo unspecified)	-9	0	-7	-1.0	0	-20	0	-3	-9	-1
O=C(CSc1nnc(CNC(=O)c2c(F)cccc2F)o1)NCc1ccccc1Cl	-2	-5	1	-3.0	-2	0	0	2	-5	-3
Cc1ccc(Nc2nc3nonc3[nH]c2=O)cc1	-1	-3	-5	-1.5	3	-3	-2	7	-2	4

More results follow.
SMILES	NPR1 activator	NR1D1 modulator	mABHD4 FP	PG9 binder	SMARCA2 act	NPR2 activator	HTRA1 inh	ASAP1 GAP inh	ARFGAP1 inhibitor	rCAG RNA binder
CCN(Cc1ccncc1)C(=O)c1ccc(C)c(S(=O)(=O)N2CCCCC2)c1	-1	2	-3	1.6	-2	5	3	-6	3	0
CCOc1ccc(S(=O)(=O)Nc2cccc(C(=O)NCC3(N4CCCCC4)CCCCC3)c2)cc1	-1	5	5	0.8	-5	0	-4	3	7	-2
COc1ccc(N2C(=O)CC(SCCc3nc4ccccc4[nH]3)C2=O)cc1 (stereo unspecified)	-1	6	-1	-2.2	-3	-5	1	20	-17	3
O=C(Cc1ccccc1)NN1C(=O)/C(=C/c2ccc(C(=O)O)cc2)SC1=S	0	1	-5	-1.8	-3	-1	-4	7	-7	12
C/C(=N\Nc1nc2ccccc2s1)c1cccs1	-1	1	31*	-0.8	3	-16	11	-2	10	10
CCOc1ccc(OCCC(=O)Nc2ccccc2C(=O)NC2CC2)cc1	-1	-5	7	0.3	-6	0	5	-3	-2	1
CC1(C)CC(=O)C2=C(C1)Nc1ccccc1NC2c1ccccc1F (stereo unspecified)	-4	5	-4	-1.8	4	-4	3	4	-2	-13
Cc1ccc(Sc2ncccc2C(=O)NCc2cc([N+](=O)[O-])ccc2O)cc1C	-3	-3	-6	-3.0	-3	-10	-9	2	14	35*
C=CCC(=O)N1CCCC(CCC(=O)NCc2ccccc2F)C1 (stereo unspecified)	-1	-5	-2	1.2	-1	2	7	4	4	-5
COc1cccc(N2CCN(c3ccc4nnc(CCC(=O)Nc5cccc(C(C)=O)c5)n4n3)CC2)c1	6	27*	-8	-1.5	3	-7	0	-10	5	0
Cc1csc(=O)n1CC(=O)OC(C)C(=O)Nc1cccc(Cl)c1 (stereo unspecified)	2	-1	1	2.2	-1	0	-3	-4	18	-3
c1ccc(-n2ncc3c(N4CCCCC4)ncnc32)cc1	-3	-1	6	1.0	0	-9	-6	-8	-3	0
CC(=O)/C(N=Nc1nc2c([nH]1)c(=O)n(C)c(=O)n2C)=C(\C)O	4	-2	0	0.5	0	1	-1	-7	-7	19
CCC(C)(C)NC(=O)C(c1ccccc1Cl)N(C(=O)CCC(=O)Nc1cc(C)on1)C(C)(C)C (stereo unspecified)	-7	-1	4	2.0	-4	-4	-12	-6	9	0
Cc1ccc(-n2ncc3c(=O)n(CC(=O)N4CCCc5ccccc54)cnc32)cc1C	4	-7	11	0.4	2	5	2	0	-1	1
O=C(Nc1ccc2c(c1)OCO2)c1cc2ncc(Br)cn2n1	-7	-21	-1	2.0	-1	-7	14	1	1	7
Cc1ccc(S(=O)(=O)c2cc3c(=O)n4ccccc4nc3n(C)c2=N)cc1C	9	8	7	-0.8	-1	-4	-3	-11	-8	4
Cc1sc2nc(SCC(=O)NCCCO)n(-c3ccccc3)c(=O)c2c1C	-20	-2	-8	-0.7	-3	-22	8	-2	-8	-2
CSc1ccccc1N1CCN(C(=O)Nc2ccc3c(c2)NC(=O)CO3)CC1	1	6	-2	-1.5	0	0	-8	-5	9	-4
O=C(CN1CC(c2ccccc2)CC1=O)N/N=C/c1cc(Br)ccc1O (stereo unspecified)	0	-6	9	-1.0	-4	2	0	9	18	8
CC(C)Sc1nc2ncnc(N)c2[nH]1	3	-1	1	0.2	-4	1	-1	-1	2	0
CCc1nc2ccc(C(=O)NCCN3CCNC3=O)cn2c1N(CC)Cc1cccc(Br)c1	1	-8	4	-1.5	-4	0	.	7	-6	1
CCn1c(-c2ccc(N)cc2)nc2ccccc21	4	-1	0	-0.8	1	-8	-2	3	-5	3
CCOc1ccc(-c2cc(CCCC(=O)Nc3cccc(OC)c3)no2)cc1	-13	2	-6	0.1	-9	-10	-14	1	-4	3
COc1ccc(CC(=O)Nc2ccccc2NC(=O)c2ccco2)cc1OC	-1	1	7	-1.6	-3	1	5	11	12	2

Records listed so far shown as hits in ASAP1 GAP inh:
compound | NPR1 activator | NR1D1 modulator | PG9 binder | SMARCA2 act | NPR2 activator | HTRA1 inh | ASAP1 GAP inh | ARFGAP1 inhibitor
CC(C)N(C(=O)Nc1ccc2nsnc2c1)C(C)C | 1 | -7 | 0.8 | -6 | -3 | . | 41* | 20

Arranged by number of heavy atoms (lowest first): part of the list above
SMILES	NPR1 activator	NR1D1 modulator	mABHD4 FP	PG9 binder	SMARCA2 act	NPR2 activator	HTRA1 inh	ASAP1 GAP inh	ARFGAP1 inhibitor	rCAG RNA binder
CC(C)N(C(=O)Nc1ccc2nsnc2c1)C(C)C	1	-7	10	0.8	-6	-3	.	41*	20	1
c1ccc(-n2ncc3c(N4CCCCC4)ncnc32)cc1	-3	-1	6	1.0	0	-9	-6	-8	-3	0
Cc1sc2nc(SCC(=O)NCCCO)n(-c3ccccc3)c(=O)c2c1C	-20	-2	-8	-0.7	-3	-22	8	-2	-8	-2

Next compounds
SMILES	NPR1 activator	NR1D1 modulator	mABHD4 FP	PG9 binder	SMARCA2 act	NPR2 activator	HTRA1 inh	ASAP1 GAP inh	ARFGAP1 inhibitor	rCAG RNA binder
CC(Sc1nc(N)cc(=O)[nH]1)C(=O)Nc1cccc(Cl)c1 (stereo unspecified)	-4	-4	-4	-0.3	0	-7	-9	2	-1	7
COc1ccccc1NC(=O)CCCN1C(=O)C(c2ccccc2)Oc2cccnc21 (stereo unspecified)	-1	4	-4	0.8	-3	-3	-8	0	2	0
Cc1cc(C(=O)NN)n[nH]1	-2	2	8	-1.9	-1	0	3	2	8	0
Cc1ccc(S(=O)(=O)NN2C(=O)c3ccccc3NC2c2ccccc2O)cc1 (stereo unspecified)	-2	3	1	-1.5	-2	0	.	1	-6	2
CCc1ccc(S(=O)(=O)N2CC(=O)Nc3ccccc32)cc1	-5	1	7	-0.2	0	-1	2	12	6	-4
O=C(c1ccncc1)c1ccc(N2CCN(C3CC(=O)N(Cc4cccs4)C3=O)CC2)cc1 (stereo unspecified)	5	1	-3	-1.3	-6	-4	-1	-17	-2	-1
CCc1nn(CC(=O)N2CCC(C(N)=O)CC2)c(=O)c2cc3occc3n12	4	-10	-1	-1.7	-2	2	-3	-10	-7	0
COc1ccc(OC)c(C(=O)CSc2nnc(-c3cccnc3)n2C)c1	-4	1	-4	-1.0	2	-3	5	-2	10	9
CCN(Cc1ccncc1)C(=O)c1cccc(S(=O)(=O)N2CCOCC2)c1	-2	-5	2	-2.5	1	2	-2	9	2	-1
CN(C)C1=NC[C@H](Cc2ccccc2)N1CC1CCCCCC1	-8	-1	6	0.1	-1	-12	4	-8	7	7
CCOc1ccc(C(=O)NCC(=O)OCc2cc(C(C)=O)ccc2OC)cc1	1	-2	1	-1.6	0	-4	-2	4	4	-4
CC(CCc1ccccc1)NC(=O)c1ccc(C(=O)NC(C)CCc2ccccc2)cc1 (stereo unspecified)	-7	-2	-5	1.1	-1	-9	-6	3	-5	0
CC1CC(c2ccccc2)n2nc(NC(=O)c3ccco3)nc2N1 (stereo unspecified)	4	0	3	-0.2	0	6	-6	0	-4	-2
CN(CCCNC(=O)C1CCC(CNS(=O)(=O)c2ccccc2)CC1)Cc1ccccc1 (stereo unspecified)	1	0	4	-0.3	-2	0	5	-4	0	-7
O=C(c1cc(-c2ccccc2)nc2ccccc12)N1CCN(C2CCS(=O)(=O)C2)CC1 (stereo unspecified)	-1	-2	2	-1.3	-1	7	-1	-7	2	3

Rows were taken by chance; any-hit rate near 4.4%.
